Source: PubChem
AHR activator: human AHR activation | AID 2796 | P35869 | AHR-responsive luciferase reporter cells, luminescence | activation, % at 5 µM | actives 2.5% (n = 320,000); in the data active = activation above about 47%;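 also: 0% = vehicle wells and 100% = reference agonist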
PP1 counter: blocks human PP1-alpha phosphatase, a PP5 counter-screen | purified PP1alpha, OMFP fluorescence | inhibition, % at 6.7 µM | actives 0.9% (n = 320,000) | AID 2235;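 active = inhibition above the mean inhibition of all tested compounds plus 3 SD, computed separately for each screening campaign, cut at about 15% in these data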
PAFAH2 inh: PAFAH2 (human) inhibition; Q99487; recombinant PAFAH2, FP-rhodamine activity probe, fluorescence polarization; inhibition, % at 3.39 µM; actives 0.99% (n = 340,000); AID 492956;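 active = inhibition above the mean over all tested compounds plus 3 SD, cut at about 30% in these data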;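 also: inhibitors block probe labeling of enzyme so polarization drops; 0% = enzyme with DMSO and 100% = wells lacking PAFAH2 protein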
core dimer inh: blocks dimerization of HCV core protein. TR-FRET GST/Flag-core106 dimerization, 1536-well. inhibition, % at 5 µM. actives 0.33% (n = 300,000);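 active = inhibition above the mean of all tested compounds plus 3 SD, set per screening campaign, cut at about 45% in these data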
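Test system: GST/Flag-tagged HCV core106 proteins; Medium: KF-containing HEPES buffer, pH 7.45, DTT, CHAPS, BSA; Times: compound-protein-antibody incubation 4 h at 22.5 °C; Detection: TR-FRET 671 and 617 nm emission; Benchmarks: wells lacking GST-core106 and wells with excess unlabelled core106.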
proCasp3 act: procaspase-3 (human) activation. P42574. recombinant procaspase-3 D3A, Ac-DEVD-pNA absorbance 405 nm. actives 0.11% (n = 330,000). activation, % at 8.5 µM. AID 463141;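 active = activation above the mean of all tested compounds plus 3 SD, cut at about 21% in these data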;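 also: 0% = DMSO alone and 100% = DMSO wells spiked with extra 5 µM PC-3 D3A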
Target sequence (P42574 whole entry D9A/D28A/D175A): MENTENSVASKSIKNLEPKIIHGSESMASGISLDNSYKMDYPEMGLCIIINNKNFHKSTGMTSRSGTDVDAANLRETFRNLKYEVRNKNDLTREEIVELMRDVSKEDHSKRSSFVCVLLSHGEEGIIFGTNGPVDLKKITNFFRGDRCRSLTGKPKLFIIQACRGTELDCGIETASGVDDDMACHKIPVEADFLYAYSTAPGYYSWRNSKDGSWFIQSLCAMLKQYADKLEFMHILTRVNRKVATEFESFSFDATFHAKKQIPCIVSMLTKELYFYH
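Assay system – Procaspase-3 D3A mutant, all three cleavage aspartates alanine · Controls – DMSO-only low control, 5 µM PC-3 D3A high control · Schedule – 1 h compound preincubation, 2 h substrate hydrolysis at 25 °C · Signal – 405 nm absorbance of p-nitroaniline, reads at 0 and 120 min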
PP5 inh: PP5 (human) phosphatase inhibition; P53041; purified PP5c, OMFP substrate fluorescence; actives 0.18% (n = 320,000); inhibition, % at 6.7 µM; AID 1987;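 active = inhibition above the campaign's mean inhibition across all tested compounds plus 3 SD, cut at about 9.5% in these data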;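 also: 0% = DMSO only and 100% = 100 µM cantharidin control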
Target sequence (P53041 whole entry, looked up): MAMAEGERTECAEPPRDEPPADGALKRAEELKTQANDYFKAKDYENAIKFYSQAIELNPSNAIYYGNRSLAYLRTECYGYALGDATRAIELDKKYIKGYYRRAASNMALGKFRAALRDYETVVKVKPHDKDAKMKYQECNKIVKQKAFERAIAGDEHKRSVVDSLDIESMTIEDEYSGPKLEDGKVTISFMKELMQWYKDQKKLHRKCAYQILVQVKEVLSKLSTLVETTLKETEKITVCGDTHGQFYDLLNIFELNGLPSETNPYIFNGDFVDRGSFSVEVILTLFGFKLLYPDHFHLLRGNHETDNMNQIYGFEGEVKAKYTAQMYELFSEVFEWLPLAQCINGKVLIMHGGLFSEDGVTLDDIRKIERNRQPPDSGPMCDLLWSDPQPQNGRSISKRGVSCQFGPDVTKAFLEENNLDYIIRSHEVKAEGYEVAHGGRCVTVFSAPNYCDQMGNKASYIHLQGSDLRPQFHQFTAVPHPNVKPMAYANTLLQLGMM
CTSL1 counter: blocks F. hepatica cathepsin L1 in PFM18AAP counter-screen. recombinant F. hepatica cathepsin L1, Z-Leu-Arg-MCA fluorescence. inhibition, % at 5.96 µM. actives 0.49% (n = 300,000). AID 1906;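 active = inhibition above the mean of all tested compounds plus 3 SD, set per screening campaign, cut at about 17% in these data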;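 also: 0% = plate median of test compound wells and 100% = 1 µM Z-Phe-Ala-diazomethylketone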
TPT1 inh: C. albicans TPT1 enzyme inhibition; recombinant caTPT1, FP RNA substrate dephosphorylation; inhibition, % at 5 µM; actives 0.81% (n = 300,000); AID 1962;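 active = inhibition above the mean of all tested compounds plus 3 SD, set per screening campaign, cut at about 24% in these data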;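 also: plate controls were DMSO alone for no effect and ferristatin control at 100 nM for full effect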
proCasp7 act: counter-screen for procaspase-3 activators: activators of human procaspase-7 | P55210 | recombinant procaspase-7, Ac-DEVD-pNA absorbance 405 nm; D23A/D198A/D206A triple mutant, cannot self-cleave; scale: DMSO 0, 5 µM enzyme 100 | activation, % at 8.5 µM | actives 0.093% (n = 330,000) | AID 463210;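 active = percent activation above the screen-wide mean plus 3 SD, cut at about 25% in these data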
Target sequence (P55210 whole entry D23A/D198A/D206A): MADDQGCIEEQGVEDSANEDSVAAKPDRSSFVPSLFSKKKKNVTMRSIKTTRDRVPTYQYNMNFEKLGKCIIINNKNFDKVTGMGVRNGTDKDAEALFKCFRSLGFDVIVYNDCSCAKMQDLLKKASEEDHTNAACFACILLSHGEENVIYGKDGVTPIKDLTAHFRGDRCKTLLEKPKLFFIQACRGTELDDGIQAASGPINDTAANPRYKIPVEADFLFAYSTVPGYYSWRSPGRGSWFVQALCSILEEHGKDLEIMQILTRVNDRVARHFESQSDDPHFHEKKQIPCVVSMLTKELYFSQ
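Assay system – Uncleavable procaspase-7 mutant enzyme · Quantity – 2 µM procaspase-7 mutant as dispensed · Times – 1 h preincubation, 2 h reaction · Dosing – single nominal 8.5 µM compound dose, 0.8% DMSO final · Buffer or medium – Zinc-free 50 mM HEPES buffer, pH 7.4, with NaCl and Triton X-100 · Detection – Epi-absorbance of released pNA at 405 nm, two timepoints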
* marks the source's active call; other numbers are inactive results; / = not tested or not shown. Rows were taken by chance, and some 5.6% of all compounds hit somewhere here.

SMILES	AHR activator	PP1 counter	PAFAH2 inh	core dimer inh	proCasp3 act	PP5 inh	CTSL1 counter	TPT1 inh	proCasp7 act
CS(=O)(=O)N(CC(=O)Nc1ccc(CC#N)cc1)c1ccc(C23CC4CC(CC(C4)C2)C3)cc1	14.9	10.9	-35.8	13.0	-4.0	5.4	0.2	-2.0	-0.6
COc1ccc(CNc2nc3nc(C)c(Cl)c(=O)n3[nH]2)cc1	-0.3	-3.5	-1.9	0.4	-3.7	-1.1	-5.7	-2.2	5.9
NC(=O)C1CCCN(C(=O)CCc2nnc(C3(c4ccc(Cl)cc4)CCC3)o2)C1 (stereo not given)	-1.7	-1.9	8.0	-12.4	5.5	-0.7	-6.5	1.2	5.2
C[C@H](OC(=O)c1[nH]cnc1C(=O)N1CCN(C(=O)OC(C)(C)C)CC1)c1ccccc1	-0.5	/	-1.4	/	1.9	/	/	/	7.4
CCN1CCN(CC(O)COC(c2ccccc2)c2ccccc2)CC1 (stereo not given)	1.0	1.3	2.6	-3.4	9.3	2.6	-3.2	-1.8	0.9
CCOC(=O)C1=C(C)NC(=O)NC1c1ccc(Cl)cc1Cl (stereo not given)	-1.9	-1.8	-6.9	-3.8	4.1	0.4	4.0	-4.4	-2.2
COc1ccc(S(=O)(=O)N2CCCCC2)cc1NC(=O)CSc1ncnc2ccccc12	11.1	10.5	6.7	17.3	-0.5	5.0	0.8	1.8	0.3
O=C(NCc1ccncc1)NC12CC3CC(CC(C3)C1)C2	4.6	1.3	-0.8	-0.2	-0.8	-0.9	2.6	-0.9	6.5
CCc1noc(C)c1C(=O)OCC(=O)c1ccc(OC)c(OC)c1	0.1	4.2	0.8	/	2.6	-1.3	/	/	-0.9
Fc1cccc(/C=N/N=C/c2cccc(F)c2)c1	-3.1	-1.5	0.2	0.0	1.4	0.8	-0.7	-2.2	3.1
CCc1nnc(NC(=O)c2cc(-c3ccccn3)nc3ccccc23)s1	26.4	-1.2	-2.0	1.4	-2.2	-1.8	-4.5	-5.3	4.8
Cc1ccc(/C=c2\sc3nc(-c4cccs4)nn3c2=O)o1	13.9	-9.1	-3.8	5.2	-4.8	3.1	-5.6	8.6	-15.8
CCN(CC)c1ccc(NC(=O)c2ccc(NC(=O)C3CCCO3)cc2)c(C)c1 (stereo not given)	-1.6	-0.4	-2.7	-13.6	6.0	1.7	-0.9	-4.5	7.5
COC(=O)c1c(NC(=O)CSc2nc3ccccc3c(=O)n2Cc2ccco2)sc(C)c1C	2.2	-1.1	-3.4	7.7	-3.7	0.5	1.4	-0.3	-7.1
Cc1cc(NC(=O)CSc2ccc3nnc(-c4cccs4)n3n2)no1	48.9*	3.1	14.4	5.1	-1.7	1.0	-0.4	-2.6	-8.4
COc1cc(OC)c2cc(C(=O)N[C@H](C(=O)N3CCC[C@H]3C(=O)O)C(C)C)n(C)c2c1	0.3	0.5	2.3	1.9	0.3	3.7	4.3	-3.5	3.4
CCCCN(C(=O)CSCC(=O)Nc1cccc(C)c1)c1c(N)n(CCCC)c(=O)[nH]c1=O	2.1	-4.0	3.8	-1.7	2.8	-1.4	-3.2	2.4	0.4
O=C(CSc1ncnc2c1oc1ccccc12)NCc1ccco1	23.2	-0.7	7.5	1.4	1.4	1.2	0.4	-3.1	-4.7
CC1CC(=O)N(CC(=O)NC2CCCCC2)c2ccccc2S1 (stereo not given)	0.5	-5.6	-2.1	9.4	6.6	-0.2	-2.1	-0.5	7.8
Cc1ccc(-c2n[nH]c(=O)c3ccccc23)cc1S(N)(=O)=O	-1.7	-0.2	-3.6	4.7	1.2	-0.8	-0.5	-2.1	-2.5

Four consecutive compounds from above, for reference:
SMILES	AHR activator	PP1 counter	PAFAH2 inh	core dimer inh	proCasp3 act	PP5 inh	CTSL1 counter	TPT1 inh	proCasp7 act
CS(=O)(=O)N(CC(=O)Nc1ccc(CC#N)cc1)c1ccc(C23CC4CC(CC(C4)C2)C3)cc1	14.9	10.9	-35.8	13.0	-4.0	5.4	0.2	-2.0	-0.6
COc1ccc(CNc2nc3nc(C)c(Cl)c(=O)n3[nH]2)cc1	-0.3	-3.5	-1.9	0.4	-3.7	-1.1	-5.7	-2.2	5.9
NC(=O)C1CCCN(C(=O)CCc2nnc(C3(c4ccc(Cl)cc4)CCC3)o2)C1 (stereo not given)	-1.7	-1.9	8.0	-12.4	5.5	-0.7	-6.5	1.2	5.2
C[C@H](OC(=O)c1[nH]cnc1C(=O)N1CCN(C(=O)OC(C)(C)C)CC1)c1ccccc1	-0.5	/	-1.4	/	1.9	/	/	/	7.4

Continuation.
SMILES	AHR activator	PP1 counter	PAFAH2 inh	core dimer inh	proCasp3 act	PP5 inh	CTSL1 counter	TPT1 inh	proCasp7 act
O=C(NCc1cccnc1)c1cc(S(=O)(=O)N2CCOCC2)c(Cl)cc1Cl	-0.9	-3.3	5.7	-9.2	1.8	-1.0	4.0	0.0	5.8
CN(C(=O)CN1C(=O)c2cccc(N)c2C1=O)C1CCCCC1	0.8	0.3	-4.3	/	-1.6	2.5	/	/	-2.2
Cn1c(=O)c2c(nc(-n3ccnc3)n2C)n(C)c1=O	11.8	0.7	-4.3	-1.9	3.2	1.7	-3.4	-5.7	5.3
Cc1cc(Cl)c(S(=O)(=O)N2CCCC2)cc1OCC(=O)NC1CCCCC1	0.6	-3.3	-4.1	1.4	0.7	0.1	1.5	-1.3	1.8
CCCC(=O)C1=C(O)C(C(=O)OC)C(C)(C)CC1=NCc1ccccc1 (stereo not given)	-1.5	-3.1	0.2	8.6	1.2	3.0	1.0	0.1	-4.5
CCCOc1ccc(-c2nc(N3CCN(CC)CC3)c3ccccc3n2)cc1	2.2	7.6	-0.1	5.8	1.8	4.4	2.5	0.6	8.6
OCCN1c2ccccc2CCc2ccccc21	0.0	-0.3	/	-2.4	-2.0	-0.6	1.2	-4.5	-7.0
Cc1nnc(N2C(=O)c3ccc(Br)cc3C2=O)s1	0.4	1.4	0.8	-5.5	8.7	0.6	-2.2	-0.8	4.0
COc1cccc(NC(=O)Cn2nc(Cc3cccnc3)c3ccccc3c2=O)c1	13.9	1.2	0.0	-4.5	2.3	1.9	-3.5	-0.9	6.3
CCN(C(=S)NC(=O)C1CCCC1)C1CCCCC1	-0.5	-2.1	0.5	-1.2	7.5	-3.2	-5.6	-2.5	0.5
Cc1cc(C)c(N(CC(=O)NC(C)(C)C)C(=O)CNC(=O)c2cccs2)c(C)c1	2.0	4.9	/	3.9	-6.7	3.4	-1.2	-0.4	12.6
CC(C)(C)NC(=O)C(=O)NNC(=O)c1ccco1	0.4	-0.4	-1.5	-5.9	-1.3	-0.5	0.0	-0.1	1.6
COC(=O)c1sc(=S)n(Cc2ccccc2)c1C	1.1	-4.8	4.5	0.8	-3.6	4.9	-0.8	-1.8	-2.0
COc1ccc(C(=O)NCCc2ccccc2F)cc1OC1CCN(C(C)=O)CC1	1.2	-1.4	19.2	-2.1	7.5	-0.4	-5.0	1.6	-0.5
O=C(NNC(=S)Nc1ccc(Br)cc1)c1ccc(N2CCOCC2)c([N+](=O)[O-])c1	1.1	5.6	-2.9	-5.8	-3.5	5.5	-0.5	-0.7	-17.9
CCn1cc(SCC(=O)NCc2ccc3c(c2)OCO3)c2ccccc21	31.6	-1.9	-1.4	3.2	2.8	2.5	3.0	-0.6	1.8
CC(C)c1cc(C(C)C)c(S(=O)(=O)N2CCNCC2)c(C(C)C)c1	0.1	-0.9	-4.0	-1.3	10.3	2.4	6.3	-2.8	5.9
C=CCNC(=O)N1C2=NC(C(=O)OC)=C(C(=O)OC)[C@@H]3N(Cc4ccccc4)c4ccccc4[C@]23C[C@H]1C(=O)OC	-4.0	-3.0	0.7	27.1	9.0	-0.2	-1.3	-2.6	-0.8
O=C(N/C(=C/c1cccc([N+](=O)[O-])c1)C(=O)N1CCCCCC1)c1cccs1	15.5	0.8	-20.0	11.7	-3.9	-0.8	1.1	-0.6	1.1
CC(=O)C1=C(N2CCCCC2)CCC1=O	2.8	-4.0	3.5	-4.6	-3.2	-3.4	-2.1	-13.6	-7.1

Compound profiles (already shown). Screens in order: AHR activator | PP1 counter | PAFAH2 inh | core dimer inh | proCasp3 act | PP5 inh | CTSL1 counter | TPT1 inh | proCasp7 act
Profile of O=C(N/C(=C/c1cccc([N+](=O)[O-])c1)C(=O)N1CCCCCC1)c1cccs1 → 15.5 | 0.8 | -20.0 | 11.7 | -3.9 | -0.8 | 1.1 | -0.6 | 1.1
Profile of Cc1nnc(N2C(=O)c3ccc(Br)cc3C2=O)s1 → 0.4 | 1.4 | 0.8 | -5.5 | 8.7 | 0.6 | -2.2 | -0.8 | 4.0
Profile of COc1cccc(NC(=O)Cn2nc(Cc3cccnc3)c3ccccc3c2=O)c1 → 13.9 | 1.2 | 0.0 | -4.5 | 2.3 | 1.9 | -3.5 | -0.9 | 6.3

Records listed so far shown as hits in AHR activator.
Structure,AHR activator,PAFAH2 inh,core dimer inh,proCasp3 act,PP5 inh,TPT1 inh
Cc1cc(NC(=O)CSc2ccc3nnc(-c4cccs4)n3n2)no1,48.9*,14.4,5.1,-1.7,1.0,-2.6

Next records follow:
SMILES	AHR activator	PP1 counter	PAFAH2 inh	core dimer inh	proCasp3 act	PP5 inh	CTSL1 counter	TPT1 inh	proCasp7 act
COc1cc2c(cc1OC)C(C(=O)N1CCOCC1)C(c1cccs1)N(C)C2=O (stereo not given)	1.0	-3.1	7.0	-3.4	3.1	-1.8	-0.7	1.1	-0.3
O=C(CCc1nnc(COc2ccccc2)o1)NCc1ccc(Cl)s1	4.2	-2.3	4.8	-3.8	9.8	-2.4	-2.8	-4.5	-1.5
OC(COCc1cccs1)CN1CCN(c2ccccn2)CC1 (stereo not given)	-0.2	-3.4	1.1	-0.4	12.6	-0.4	-0.5	0.8	15.6
COc1ccc(CNC(=O)NCc2ccc(OC)c(OC)c2)cc1OC	4.7	-1.0	6.4	-0.1	-1.6	3.5	-2.0	1.1	14.3
O=C(NC1CCCC1)C1CCCN1C(=O)Nc1ccc(Cl)cc1 (stereo not given)	1.4	-1.1	1.8	7.0	4.1	1.9	-3.4	-6.3	6.5
CC1(NC(=O)c2cc(-c3cccs3)nn2-c2ccccc2)CCS(=O)(=O)C1 (stereo not given)	2.4	-2.9	0.9	4.2	-5.8	-2.6	6.6	-2.3	-1.6
CCc1ccc(CCC(=O)Nc2ccc(C)cc2C)o1	6.2	-6.5	-7.9	-2.4	-2.5	3.1	-5.1	0.2	-8.0
CN1CCC(=NNC(=O)CSCc2ccccc2)CC1	1.2	-1.2	-1.6	-2.0	-7.0	3.3	0.7	1.7	2.0
O=C(CSc1cc(Cl)ccc1Cl)NC1CCCC1	0.2	0.0	14.7	7.8	2.1	-1.4	-0.2	-2.3	6.8
O=C(c1ccccc1)N1CCN(C2CC(=O)N(CCc3ccccc3)C2=O)CC1 (stereo not given)	-0.5	1.0	1.3	1.1	1.7	3.5	2.4	-2.2	-2.8
CC1CN(C(=O)COC(=O)c2ccc(NC(=O)CC#N)cc2)CC(C)O1 (stereo not given)	-0.4	-1.6	1.4	1.1	0.3	-0.7	-0.5	5.6	16.5
Cc1cccc(N2CC(c3nc4ccccc4n3C)CC2=O)c1C (stereo not given)	-1.6	-3.6	0.9	-3.5	0.6	1.7	-2.2	-0.9	9.6
